tim23-1 inh: growth inhibitors of tim23-1 mutant yeast, primary screen, luminescence, uHTS | S. cerevisiae tim23-1 growth, BacTiter-Glo luminescence, 24 h | inhibition, % at 20 µM | 330,000 tested, 1.3% active | AID 463212, 2010;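 active means growth inhibition of the mutant yeast at or above 50%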;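 further: temperature-sensitive mutant grown at 25 °C; plate controls were DMSO-treated mutant yeast for no effect and medium wells lacking yeast for full effect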
XBP1 UPR activ: activators of adaptive XBP1 UPR arm, primary screen, cell-based, CHO-XBP1 luciferase reporter, luminescence, uHTS | IRE1-XBP1 UPR activation; percent of tunicamycin response, DMSO as zero | activation, % at 20 µM | 330,000 tested, 0.33% active | AID 463104, 2010;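 active means versus positive control, 20 µM dose yields 30% or more activation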;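 further: 100% = tunicamycin at 10 µg/mL and 0% = DMSO only wells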
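Material: CHO cell line with stable XBP1 luciferase reporter; buffer or medium: F12 medium containing 10% fetal bovine serum; compound: single point, 20 µM final compound, 1% DMSO; incubation: 6 h treatment, 37 °C; measured by: glow luminescence from Steady-Glo reagent; evaluation: activation, % of tunicamycin; control set: tunicamycin high, DMSO low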
APJ antag: antagonists of human apelin receptor APJ, primary screen, CHO-K1 cells, beta-arrestin complementation, luminescence. P35414. inhibition, % at 20 µM. 330,000 tested, 0.32% active. AID 2521, 2010;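 active means inhibition above about 40% at 20 µM, limit read from the data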;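 further: cells challenged with 10 nM apelin-13 agonist together with compound; plate controls were apelin-13 plus DMSO wells for no effect and DMSO wells lacking apelin-13 for full effect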
CHOP UPR activ: activators of apoptotic CHOP UPR arm, primary screen, cell-based, CHO-CHOP luciferase reporter, luminescence, uHTS | UPR activation; percent of tunicamycin response over DMSO baseline | activation, % at 10 µM | 330,000 tested, 0.34% active | AID 449763, 2010;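 active means at 10 µM dose, activation of 40% or more, normalized to positive control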;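 further: 100% = tunicamycin at 10 µg/mL and 0% = DMSO alone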
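Dosing – one dose, 10 µM in 0.5% DMSO · System – CHO-CHOP cells, stable luciferase reporter of PERK-eIF2a-CHOP signalling · Input – 500 cells/well · Control set – tunicamycin 10 µg/mL final as positive, DMSO-only wells as negative · Timing – 6 h compound treatment, 37 °C · Measure – % activation vs tunicamycin · Technique – luminescence read with Steady-Glo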
APJ agonist: agonists of human apelin receptor APJ, primary screen, CHO-K1 cells, PathHunter beta-arrestin, luminescence; 0% DMSO wells, 100% apelin; activation, % at 20 µM; 330,000 tested, 0.11% active;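 active means activation more than six SD over the plate average, tested at 20 µM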;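 further: 0% = DMSO alone and 100% = apelin-13 at 10 nM; some results filed as inactive read as strong as hits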
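Material: engineered CHO-K1 APJ arrestin reporter cells; amount: 1000 CHO-K1 reporter cells seeded per well; incubation: compound stimulation 90 min at 25 °C, detection 60 min; signal: luminescent beta-gal fragment complementation, chemiluminescent substrate; read-out basis: APJ agonist activity; controls: DMSO-only wells as negative, 10 nM Apelin-13 as positive control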
697 NFkB inh: inhibitors of PMA/ionomycin-induced NF-kB reporter, 697 cells, primary screen, B-cell NF-kB inhibitor project, cell-based, luminescence, uHTS; inhibition, % at 4 µM; 330,000 tested, 0.33% active; 697 B-cell NF-kB luciferase reporter, 16 h; in the data active means inhibition above about 35%
Mdm2 MdmX PPI: inhibitors of human Mdm2-MdmX association, primary screen, cell-based, luminescence, split luciferase, SaOS-2, uHTS | 330,000 tested, 3% active | Protein Mdm4 (Homo sapiens) + E3 ubiquitin-protein ligase Mdm2 (Homo sapiens), … | AID 485346, 2010 | SaOS-2 split-luciferase Mdm2/MdmX complementation | inhibition, % at 8 µM;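 active means inhibition of at least 50% at 8 µM in the primary screen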
Target sequence (O15151 whole entry, looked up): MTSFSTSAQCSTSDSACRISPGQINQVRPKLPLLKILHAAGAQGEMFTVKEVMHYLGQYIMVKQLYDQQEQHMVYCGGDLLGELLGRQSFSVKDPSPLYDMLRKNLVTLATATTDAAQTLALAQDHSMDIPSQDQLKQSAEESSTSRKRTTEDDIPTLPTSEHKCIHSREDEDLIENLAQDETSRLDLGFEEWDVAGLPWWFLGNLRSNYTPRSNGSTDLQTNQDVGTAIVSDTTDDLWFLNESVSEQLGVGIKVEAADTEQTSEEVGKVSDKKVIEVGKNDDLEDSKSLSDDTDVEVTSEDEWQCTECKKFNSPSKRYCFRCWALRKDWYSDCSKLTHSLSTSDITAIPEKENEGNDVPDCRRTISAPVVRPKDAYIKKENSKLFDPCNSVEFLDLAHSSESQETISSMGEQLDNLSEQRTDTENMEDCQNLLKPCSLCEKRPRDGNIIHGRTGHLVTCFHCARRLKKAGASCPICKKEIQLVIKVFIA
Target sequence (Q00987 whole entry, looked up): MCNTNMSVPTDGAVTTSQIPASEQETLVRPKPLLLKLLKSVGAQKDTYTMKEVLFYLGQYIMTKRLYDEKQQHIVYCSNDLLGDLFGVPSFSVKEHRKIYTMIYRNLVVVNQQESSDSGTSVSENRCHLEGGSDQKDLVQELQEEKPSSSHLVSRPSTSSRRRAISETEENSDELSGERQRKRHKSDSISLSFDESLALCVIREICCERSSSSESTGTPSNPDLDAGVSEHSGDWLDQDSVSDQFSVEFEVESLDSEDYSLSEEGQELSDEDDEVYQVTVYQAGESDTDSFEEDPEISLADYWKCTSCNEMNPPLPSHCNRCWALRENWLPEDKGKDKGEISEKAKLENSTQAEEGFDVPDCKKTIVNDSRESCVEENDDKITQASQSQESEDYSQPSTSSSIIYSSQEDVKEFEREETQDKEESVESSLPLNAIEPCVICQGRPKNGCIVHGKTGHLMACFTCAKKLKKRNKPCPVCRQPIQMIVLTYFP
Jurkat NFkB inh: inhibitors of induced NF-kB luciferase reporter, primary screen, TCR NF-kB activation inhibitor project, cell-based, luminescence, uHTS. Jurkat, PMA/ionomycin-induced NF-kB luciferase reporter. inhibition, % at 4 µM. 330,000 tested, 0.53% active. AID 435003, 2010; in the data active means inhibition above about 50%
The depositor's hits bear a star.

A first look (7 entries):
Every second line gives: tim23-1 inh	XBP1 UPR activ	APJ antag	CHOP UPR activ	APJ agonist	697 NFkB inh	Mdm2 MdmX PPI	Jurkat NFkB inh
[1] Cc1cc(Nc2ccc(Br)cc2)nc(-c2ccccc2O)n1
 : 45	-1	-5	1.4	3	-7	-23	-9
[2] O=C(CCN1C(=O)C2C3C=CC(C3)C2C1=O)NCCN1CCCc2ccccc21 (centres undefined)
 : 11	0	1	-0.3	-2	7	-8	2
[3] C/C(=C(\C#N)C(=O)NCCN1CCOCC1)N(C)C
 : 13	-1	9	-0.4	1	10	25	-4
[4] CCC(=O)N1CCc2cc(S(=O)(=O)NC(C(=O)N3CCc4ccccc4C3)C(C)C)ccc21 (centres undefined)
 : 36	2	-4	-1.4	0	-22	11	-16
[5] COc1ccc(-c2c(C3=CCCCC3)oc3ccc(-c4ccc5c(c4)OCO5)cc23)cn1
 : 15	2	-7	0.3	0	-15	-2	2
[6] CCOC(=O)N1CCC(N2Cc3cccc(C(=O)Nc4ccc(N(CC)CC)cc4C)c3C2=O)CC1
 : 25	-4	4	0.8	16	9	40	0
[7] CCC(C(=O)NC(CC(=O)O)c1ccc(Cl)cc1)c1ccccc1 (centres undefined)
 : 6	0	7	1.9	0	-21	-4	-8

The list itself, from the first entry:
Every second line gives: tim23-1 inh	XBP1 UPR activ	APJ antag	CHOP UPR activ	APJ agonist	697 NFkB inh	Mdm2 MdmX PPI	Jurkat NFkB inh
[1] Cc1cc(Nc2ccc(Br)cc2)nc(-c2ccccc2O)n1
 : 45	-1	-5	1.4	3	-7	-23	-9
[2] O=C(CCN1C(=O)C2C3C=CC(C3)C2C1=O)NCCN1CCCc2ccccc21 (centres undefined)
 : 11	0	1	-0.3	-2	7	-8	2
[3] C/C(=C(\C#N)C(=O)NCCN1CCOCC1)N(C)C
 : 13	-1	9	-0.4	1	10	25	-4
[4] CCC(=O)N1CCc2cc(S(=O)(=O)NC(C(=O)N3CCc4ccccc4C3)C(C)C)ccc21 (centres undefined)
 : 36	2	-4	-1.4	0	-22	11	-16
[5] COc1ccc(-c2c(C3=CCCCC3)oc3ccc(-c4ccc5c(c4)OCO5)cc23)cn1
 : 15	2	-7	0.3	0	-15	-2	2
[6] CCOC(=O)N1CCC(N2Cc3cccc(C(=O)Nc4ccc(N(CC)CC)cc4C)c3C2=O)CC1
 : 25	-4	4	0.8	16	9	40	0
[7] CCC(C(=O)NC(CC(=O)O)c1ccc(Cl)cc1)c1ccccc1 (centres undefined)
 : 6	0	7	1.9	0	-21	-4	-8
[8] CCC(NC(=O)NNC(=O)c1ccncc1)(C(F)(F)F)C(F)(F)F
 : 0	-2	11	0.5	2	2	-20	14
[9] O=C(NCC1CCCO1)C(=O)NCC1CCCN1S(=O)(=O)c1ccccc1 (centres undefined)
 : 0	-2	12	-0.3	-1	-2	-9	13
[10] Cc1c(Cl)cccc1Nc1nc(N)nc(CN2CCCCCC2)n1
 : 4	-3	17	-0.2	-5	8	22	9
[11] Cc1ccc(C)c(NC2=NC3(CCCCC3)N=C(N)N2)c1
 : 2	-2	13	0.9	-2	-4	-19	-4
[12] O=C(NCc1ccccn1)C1CCN(S(=O)(=O)N2CCC3(CC2)OCCO3)CC1
 : 2	-2	-19	0.5	-4	3	11	10
[13] O=C(CN1C(=O)NC2(CCCCC2)C1=O)N1CCN(C(=O)c2cccs2)CC1
 : 2	-1	22	-1.2	-4	5	0	7
[14] NC(=O)c1cc2c(s1)-c1cc(Cl)ccc1SC2
 : 37	5	-23	4.1	2	-44	50	-28
[15] CCN1C(=O)S/C(=C/c2ccc(Oc3ccc([N+](=O)[O-])cn3)c(OC)c2)C1=O
 : 2	2	-1	0.5	0	3	17	-4
[16] O=C(Nc1ccccc1)Nc1ccc(Cl)nc1Cl
 : 11	4	3	4.9	-3	-40	-14	-21
[17] COC(=O)[C@@]12CCCCN1[C@H](c1ccc(-c3cc(C(C)=O)cs3)cc1)[C@H]1C(=O)N(C)C(=O)[C@H]12
 : -5	3	-9	8.8	0	-7	67*	-16
[18] Cc1cc(C(=O)OCC(=O)NC(C)(C)C)c2ccccc2n1
 : -1	-3	6	-0.3	-5	17	-23	18
[19] COc1cc(/C=C/C(=O)OCC(=O)NC(=O)NC(C)(C)C)cc(OC)c1OC
 : 26	-3	3	-0.5	1	0	11	-7
[20] OCCC1CN(CC2CCCCC2)CCN1CC1CCCCC1 (centres undefined)
 : -6	-5	-2	-3.3	0	-1	-8	3
[21] CCc1nnc(NS(=O)(=O)c2ccc(NC(=O)Nc3ccc(OC)cc3)cc2)s1
 : -8	-2	-3	-0.8	-3	-1	3	-10
[22] CC(C)(C)n1nnnc1C(c1ccc(Cl)cc1)N(Cc1cccnc1)Cc1ccco1 (centres undefined)
 : 45	4	0	0.1	0	-17	23	1
[23] C[C@@H]1CCCCCCCCC(=O)OCCN(C(=O)OC(C)(C)C)[C@H](C)CCCCCCCCC(=O)OCCN(C(=O)OC(C)(C)C)[C@H](C)CCCCCCCCC(=O)OCCN(C(=O)OC(C)(C)C)[C@H](C)CCCCCCCCC(=O)OCCN1C(=O)OC(C)(C)C
 : 1	3	-1	0.8	1	-20	-30	-26
[24] Cc1[nH]n(-c2ccccc2)c(=S)c1C=Nc1cccc([N+](=O)[O-])c1
 : 27	-1	9	0.5	3	11	-9	6
[25] Cc1cccc(OCC(=O)NCCCNC(=O)c2ccncc2)c1
 : 9	-7	4	1.1	-4	12	21	14
[26] CCC(C)NCCCCOc1ccc(Cl)cc1C (centres undefined)
 : 9	-1	-1	0.6	-3	17	27	11
[27] Cc1c(S(=O)(=O)NCCc2ccccc2)c(=O)n(C)c(=O)n1C
 : 15	-2	-5	-1.2	-4	6	-8	-1
[28] COc1ccc(N2CCN(C(=O)c3ccc(NS(=O)(=O)c4cccs4)cc3)CC2)cc1
 : 12	-4	2	2.6	-1	-8	-16	-9
[29] COc1ccc(NC(=O)CNS(=O)(=O)c2cccs2)cc1
 : 12	0	14	0.2	5	8	-29	-2
[30] Cc1ccc(CN2CCc3c(OCC(=O)Nc4cc(C)ccc4C)cccc3C2=O)cc1
 : 6	-1	6	2.1	5	-4	5	6

Part of the list above, set out differently.
22. CC(C)(C)n1nnnc1C(c1ccc(Cl)cc1)N(Cc1cccnc1)Cc1ccco1 (centres undefined)
23. C[C@@H]1CCCCCCCCC(=O)OCCN(C(=O)OC(C)(C)C)[C@H](C)CCCCCCCCC(=O)OCCN(C(=O)OC(C)(C)C)[C@H](C)CCCCCCCCC(=O)OCCN(C(=O)OC(C)(C)C)[C@H](C)CCCCCCCCC(=O)OCCN1C(=O)OC(C)(C)C
24. Cc1[nH]n(-c2ccccc2)c(=S)c1C=Nc1cccc([N+](=O)[O-])c1
Assay by compound	22	23	24
tim23-1 inh	45	1	27
XBP1 UPR activ	4	3	-1
APJ antag	0	-1	9
CHOP UPR activ	0.1	0.8	0.5
APJ agonist	0	1	3
697 NFkB inh	-17	-20	11
Mdm2 MdmX PPI	23	-30	-9
Jurkat NFkB inh	1	-26	6

Other records.
Every second line gives: tim23-1 inh	XBP1 UPR activ	APJ antag	CHOP UPR activ	APJ agonist	697 NFkB inh	Mdm2 MdmX PPI	Jurkat NFkB inh
[31] COc1ccc(-c2nc3n(c2C)CCC3)cc1
 : 1	2	1	1.5	0	-7	-4	-40
[32] COc1ccc(CCNC(=O)c2cc(C3CC3)nc3c2cnn3C(C)C)cc1
 : 41	0	3	0.1	-2	-7	0	11
[33] O=C(c1ccc(Cl)nc1)N1CCc2ccccc2C1
 : -12	-1	-3	-1.1	-3	8	38	8
[34] CCOc1cccc(OCCCNCCCOC)c1
 : 16	1	15	-1.5	-1	6	29	6
[35] Cc1cc(N2C(=O)C3C4c5ccccc5C(c5ccccc54)C3C2=O)no1 (centres undefined)
 : 36	-2	1	-2.2	1	-17	9	-11
[36] COCCCNC(=O)c1ccc2c(=O)n(Cc3ccc(Cl)cc3)c(=S)[nH]c2c1
 : 3	1	16	3.5	-2	-17	31	7
[37] Cc1ccccc1CN(c1ccc(C(=O)N2CCc3ccccc3C2)cc1)S(C)(=O)=O
 : 24	0	8	2.5	-3	2	5	-7
[38] CN(C)S(=O)(=O)CC12CCC(CC1=O)C2(C)C (centres undefined)
 : -5	-5	-26	0.5	-1	20	19	-5
[39] COc1cccc(-c2nc(-c3ccccc3)c(-c3ccccc3)[nH]2)c1OCC(=O)O
 : 5	-2	16	-1.4	-1	30	13	11
[40] CCn1cc(C(=O)N2CCc3ccccc32)c(=O)c2cc(S(=O)(=O)N(C)C3CCCCC3)ccc21
 : -8	-2	10	0.0	8	-3	9	-4
[41] FC(F)(F)c1nc(-c2ccncc2)ncc1-c1nnnn1-c1ccccc1
 : 9	-2	-8	0.1	2	-27	-3	11
[42] COC(=O)C1=C(C)NC(C)=C(C(=O)OC)C1C(=O)OCC(=O)Nc1ccc(C(C)=O)cc1
 : -10	-1	-19	1.0	-2	18	1	-2
[43] COc1ccc(-n2nc(C(N)=O)nc2-c2ccccc2)cc1
 : -6	-5	12	0.8	-4	-3	20	-10
[44] CC(NC(=O)CN1C(=O)NC2(CCCC2)C1=O)c1ccc2ccccc2c1 (centres undefined)
 : -12	0	-3	-1.2	-7	10	5	2
[45] Cc1cc(C)c(NS(=O)(=O)c2c(C)noc2C)c(C)c1
 : 14	-5	2	-0.5	7	0	1	15
[46] O=C(NCCCN1CCOCC1)c1cc2ccccc2oc1=O
 : -2	0	8	4.5	0	-8	-25	5
[47] O=C(CN1C(=O)NC2(CCCCCC2)C1=O)Nc1ccc2c(c1)CCC2
 : 9	0	9	0.3	-3	-3	-36	25
[48] Cc1ccc(C)n1-c1ccc(-c2ccn[nH]2)cc1
 : 18	5	-4	6.0	1	-10	18	7
[49] C#CCn1c(=NC(=O)c2ccco2)sc2cccc(Cl)c21
 : -6	6	-12	1.7	2	-7	29	-16
[50] O=C(OCC(=O)N1CCOCC1)c1ccc(Cl)nc1
 : 13	-2	0	1.9	5	8	-28	7
[51] O=C(NNS(=O)(=O)c1ccccc1)C(O)(c1ccccc1)c1ccccc1
 : 4	-2	-13	0.5	-1	4	8	-7
[52] COCCn1nnnc1CN(CCc1ccccc1)Cc1cc2ccc(C)cc2[nH]c1=O
 : 16	1	2	-5.2	-2	26	9	0
[53] CCCn1nc(NC(=O)C(C)C)c2cc3cc(OC)ccc3nc21
 : 10	-3	0	1.0	-1	-3	19	-9
[54] O=C(N/C(=C\c1ccccc1)C(=O)N1CCOCC1)c1ccccc1Br
 : 3	-5	-26	4.8	-3	-9	17	16
[55] CN(C)CCCNC(=O)COc1ccc(Br)cc1Cl
 : 10	-4	-34	0.8	-3	1	2	-13
[56] COc1ccccc1C(=O)C1CCCN(Cc2cccc(OCCO)c2)C1 (centres undefined)
 : 2	-5	0	3.0	4	5	-3	2

High-throughput results as filed in PubChem BioAssay.

This is a random part of the collection, and some 5% of all compounds hit somewhere here.
